H9c2 TAG inh: reduces triacylglycerol accumulation in H9c2 cells. actives 0.66% (n = 230,000). AID 651582. inhibition, % at 12.5 µM. Nile Red lipid (TAG) fluorescence; cells loaded with 200 µM oleic acid;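 active means pattern-corrected inhibition of lipid staining of at least 50% with the nuclear-stain viability signal not falling by more than 50%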;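 further: 0% = DMSO wells and 100% = triacsin C control wells; some results filed as inactive read as strong as hits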
H9c2 TAG inh DAPI viability: second read-out of H9c2 TAG inh, no call of its own (marks repeat the call); DAPI nuclei signal change (viability), lower = more cytotoxic, %;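 whole-well DAPI fluorescence read on a plate reader as a viability signal; minus 50 percent equals half of cells still viable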
* hit, by the source's call; i = inactive. An excerpt; rates above refer to the full screens.

Start of the data: the first 7 entries, ahead of the listing:
nr	SMILES	H9c2 TAG inh	H9c2 TAG inh DAPI viability
1	CCOC(=O)c1ccccc1NC(=S)N1CCC(C(N)=O)CC1	6.5	1.0
2	COc1ccc(OCc2cc(C(=O)N3CCCCCCC3)no2)c(Cl)c1	-20.3	10.6
3	O=C(Nc1ccccc1C(=O)N1CCCCCC1)c1cccc([N+](=O)[O-])c1	-0.4	-3.7
4	Cc1nc(-c2ccc(NC(=O)/C=C\C(=O)O)cc2)cs1	-2.3	-7.3
5	O=C(N1CCOCC1)C1(S(=O)(=O)c2ccccc2)CC=CC1	-6.3	2.6
6	Cc1ccc2c(cnn2C(=O)CCC(=O)NC2CCCCC2)c1	15.1	-9.5
7	Cc1c(Br)c([N+](=O)[O-])nn1CC(=O)NCC1CCCO1 (stereo not given)	-8.8	-4.3

All compounds of this part, from the first entry:
nr	SMILES	H9c2 TAG inh	H9c2 TAG inh DAPI viability
1	CCOC(=O)c1ccccc1NC(=S)N1CCC(C(N)=O)CC1	6.5	1.0
2	COc1ccc(OCc2cc(C(=O)N3CCCCCCC3)no2)c(Cl)c1	-20.3	10.6
3	O=C(Nc1ccccc1C(=O)N1CCCCCC1)c1cccc([N+](=O)[O-])c1	-0.4	-3.7
4	Cc1nc(-c2ccc(NC(=O)/C=C\C(=O)O)cc2)cs1	-2.3	-7.3
5	O=C(N1CCOCC1)C1(S(=O)(=O)c2ccccc2)CC=CC1	-6.3	2.6
6	Cc1ccc2c(cnn2C(=O)CCC(=O)NC2CCCCC2)c1	15.1	-9.5
7	Cc1c(Br)c([N+](=O)[O-])nn1CC(=O)NCC1CCCO1 (stereo not given)	-8.8	-4.3
8	COc1ccccc1-c1nc(-c2ccccc2)nc(N2CCN(C)CC2)c1C#N	5.5	44.6
9	Cc1cc(C)nc(NC(=O)CN2C(=O)c3ccccc3C2=O)n1	-15.3	7.1
10	CN(C)c1ccc(N=C/C=C2/N(C)c3ccccc3C2(C)C)cc1	-13.8	25.0
11	O=C(Cc1cccc2ccccc12)N/N=C/c1ccncc1	-7.0	0.5
12	COc1ccccc1C1OC(c2cccc([N+](=O)[O-])c2)=NN1C(C)=O (stereo not given)	-7.6	-6.3
13	CN1CCCc2cc3c(C(F)(F)F)cc(=O)oc3nc21	-8.2	1.9
14	CC(NC(=O)NC1CCCCC1)C(c1cccs1)N1CCN(Cc2ccccc2)CC1 (stereo not given)	2.9	4.4
15	O=C(COC(=O)c1ccc(Br)c(S(=O)(=O)N2CCOCC2)c1)NCCc1ccccc1	1.2	-9.0
16	CCN(c1ccc(NC(=O)c2cccc(S(=O)(=O)N3CCN(C)CC3)c2)cc1)C(C)C	-11.9	5.8

Arranged by formula weight (low to high): four of the compounds above.
nr	SMILES	H9c2 TAG inh	H9c2 TAG inh DAPI viability
9	Cc1cc(C)nc(NC(=O)CN2C(=O)c3ccccc3C2=O)n1	-15.3	7.1
10	CN(C)c1ccc(N=C/C=C2/N(C)c3ccccc3C2(C)C)cc1	-13.8	25.0
12	COc1ccccc1C1OC(c2cccc([N+](=O)[O-])c2)=NN1C(C)=O (stereo not given)	-7.6	-6.3
15	O=C(COC(=O)c1ccc(Br)c(S(=O)(=O)N2CCOCC2)c1)NCCc1ccccc1	1.2	-9.0

(further entries)
nr	SMILES	H9c2 TAG inh	H9c2 TAG inh DAPI viability
17	COc1ccc(CCNC(=S)N2CCN(S(=O)(=O)c3ccc(Cl)cc3)CC2)cc1	1.9	-10.4
18	C#CC(C)(C)NC(=O)c1ccccc1OC	-19.0	4.7
19	COc1ccc(S(=O)(=O)N(C)CC(=O)NC2CCCC2)cc1Cl	5.4	-7.4
20	O=C(C1CC(=O)N(c2ccc3c(c2)OCCO3)C1)N1CCN(S(=O)(=O)c2cccc(F)c2)CC1 (stereo not given)	-5.3	1.7
21	O=C(Nc1ccc(S(=O)(=O)Nc2ncccn2)cc1)c1ccc(F)c(S(=O)(=O)N2CCOCC2)c1	6.5	-0.7
22	O=C(NCC1CC1)c1csc([C@@H]2O[C@H](CO)[C@H](O)[C@H](O)[C@H]2O)n1	6.3	-5.1
23	CC1CCCC(C)N1C(=O)COC(=O)C1CCN(S(=O)(=O)c2ccc3c(c2)OCCO3)CC1 (stereo not given)	3.3	3.8
24	Cc1c(Cl)cccc1NC(=O)Nc1ccccc1C(N)=O	7.7	-14.7
25	CCCCCCCC(=O)NNC(=O)c1c(O)c2ccccc2[nH]c1=O	7.5	-11.7
26	CC(C)NC(=O)Nc1cccc2c1O[C@H](CN(C)C(=O)NC1CCCCC1)[C@@H](C)CN([C@H](C)CO)C2=O	1.5	-14.7
27	O=C(NCc1cccnc1)C1CC(=O)N(c2ccc(Cl)cc2)C1 (stereo not given)	9.7	-18.5
28	CC(=O)Cc1nsc(NC(=O)c2ccc(COc3ccccc3)o2)n1	16.7	-15.5
29	O=C(NCc1ccc(Cl)cc1)C(=O)NCC1OCCCN1S(=O)(=O)c1cccs1 (stereo not given)	12.5	-8.0
30	COc1ccccc1Oc1nc2ccccn2c(=O)c1/C=C(\C#N)C(=O)Nc1c(C)n(C)n(-c2ccccc2)c1=O	-2.6	10.7
31	Cc1nc2c3cc(F)ccc3n(Cc3ccc(F)cc3)c2s1	11.1	-15.3
32	Cc1cc(C(=O)OCC(=O)NCc2ccccc2Cl)c(C)o1	-7.5	11.4
33	CCOC(=O)/C(=C/c1ccc(N2CCC(c3ccccc3)=N2)cc1)C(C)=O	-14.2	i
34	COc1cccc(NC(=O)CN(C)C(=O)c2ccc3[nH]c4c(c3c2)CC(C)CC4)c1 (stereo not given)	21.7	8.0
35	CCOC(=O)c1cc(C(=O)OCC)c2cccc(C)n2c1=O	4.7	0.2
36	C=CCNC(=O)C1CC1(c1cccc(C)c1)c1cccc(C)c1 (stereo not given)	6.7	-5.3
37	CCc1c(O)nc(SCC(=O)c2ccccc2)n(-c2ccccc2)c1=O	1.8	3.2
38	Cc1ccc(OCC(O)CN2CCN(Cc3ccc4c(c3)OCO4)CC2)c(C)c1 (stereo not given)	-14.2	12.1
39	Oc1ccc(-c2nc3cnccn3c2Nc2ccc3c(c2)OCCO3)cc1	2.4	4.6
40	Cc1cccc(C)c1OCc1cc(C(=O)N2CCC(c3ccccc3)CC2)no1	-27.1	-1.7
41	CC(=O)Oc1ccc(OC(C)=O)c2c1CC1(C)OC1(C)C2 (stereo not given)	-2.9	-4.8
42	COc1ccc(CCNC(=O)c2ccc(NC(=O)CC3SC(N4CCCC4)=NC3=O)cc2)cc1OC (stereo not given)	11.1	-10.2
43	Cc1cc(C)c(C(=O)Nc2ccccc2)c(CC(C)(C)C(=O)O)c1	5.7	-5.1
44	C[C@H]1Oc2ccccc2C(=O)C1C(=O)c1ccccc1 (stereo not given in full)	4.0	2.4
45	O=C(Nc1ccc(S(=O)(=O)Nc2ncccn2)cc1)c1cnc(Cl)c(Cl)c1	1.1	1.7
46	CC1=NN(c2ccccc2)C(=O)/C1=C\c1c(C)[nH]n(-c2ccccc2)c1=O	-5.9	4.7
47	COc1ccccc1C(=O)COC(=O)CCCN=C1NS(=O)(=O)c2ccccc21	7.9	-2.9
48	OCCSc1nncn1/N=C/c1c[nH]c2ccccc12	13.0	-0.8
49	O=C(CCNS(=O)(=O)c1ccccc1)N1CCN(c2ccccc2)CC1	2.9	-3.5
50	COCC(=O)Nc1ccccc1NC(C)=O	-10.1	-8.2
51	CCCCNC(=O)c1cc2nc(-c3ccc(OC)cc3)cc(C(F)(F)F)n2n1	14.3	22.9
52	Cc1csc2c(=O)sc(NC(=O)c3ccc(F)cc3Cl)nc12	4.1	-5.5
53	Cc1nn(C(=O)C(C)N2C(=O)c3ccccc3C2=O)c(C)c1Br (stereo not given)	-1.0	0.5
54	CN(C(=O)c1cccc(NC(=O)Cc2ccc(NC(=O)C3CCN(C(=O)CCc4ccccc4)CC3)cc2)c1)C1CCC1	-15.6	7.0
55	Cc1sc2nc(CSC(C)C(=O)Nc3ccc(C(N)=O)cc3)[nH]c(=O)c2c1C (stereo not given)	2.1	-8.6
56	CN(Cc1ccccc1)C(=O)c1cccc(NC(=O)Cc2cccc(NC(=O)C3CCN(C(=O)c4ccccc4)CC3)c2)c1	1.2	1.0

Single records, as listed above. Screens in order: H9c2 TAG inh, H9c2 TAG inh DAPI viability
`CN(Cc1ccccc1)C(=O)c1cccc(NC(=O)Cc2cccc(NC(=O)C3CCN(C(=O)c4ccccc4)CC3)c2)c1` is entered as 1.2, 1.0
`Cc1csc2c(=O)sc(NC(=O)c3ccc(F)cc3Cl)nc12` is entered as 4.1, -5.5

Carrying on.
nr	SMILES	H9c2 TAG inh	H9c2 TAG inh DAPI viability
57	CCOc1ncccc1C(=O)OC(C)C(=O)Nc1ccc(CC)cc1 (stereo not given)	25.6	-3.2
58	COc1ccccc1-c1cccc([C@@H]2C[C@H]3[C@H](CON3C)CN2S(=O)(=O)c2ccccc2C)c1	-16.0	-4.6
59	CC1CCN(C(=O)c2cccc(S(=O)(=O)N3CCCc4ccccc43)c2)CC1	-13.8	-1.7
60	CCOC(=O)C1=C(c2ccccc2)NC(=O)NC1c1ccc(OC)cc1 (stereo not given)	-4.0	-5.5
61	CSCCC(NC(=O)COc1ccccc1)C(=O)OCC(=O)c1cc2ccccc2o1 (stereo not given)	-16.8	9.5

Bioassay records from PubChem BioAssay.
